Bioassay records from PubChem BioAssay.
697 NFkB inh: inhibitors of PMA/ionomycin-induced NF-kB reporter, 697 cells, primary screen, B-cell NF-kB inhibitor project, cell-based, luminescence, uHTS; 697 B-cell NF-kB luciferase reporter, 16 h; inhibition, % at 4 µM; 0.33% of 330,000 active; in the data active = inhibition above about 35%
Jurkat NFkB inh: inhibitors of induced NF-kB luciferase reporter, primary screen, TCR NF-kB activation inhibitor project, cell-based, luminescence, uHTS; inhibition, % at 4 µM; AID 435003, 2010; 0.53% of 330,000 active; Jurkat, PMA/ionomycin-induced NF-kB luciferase reporter
UBC13 inh: UBC13 polyubiquitin chain formation inhibitors, primary screen, biochemical, TR-FRET, uHTS | Ubiquitin-conjugating enzyme E2 N (Homo sapiens), P61088 | inhibition, % at 20 µM | 0.47% of 330,000 active; in the data active = inhibition above about 45%, passing the limit was not always enough; inconclusive = no clear call, values can overlap the other calls
Target sequence (P61088 whole entry, looked up): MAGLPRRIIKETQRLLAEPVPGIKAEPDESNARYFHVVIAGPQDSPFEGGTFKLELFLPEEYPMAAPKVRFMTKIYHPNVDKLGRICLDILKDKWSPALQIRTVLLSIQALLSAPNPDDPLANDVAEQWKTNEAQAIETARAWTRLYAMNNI
HKDC1 inh: HKDC1 hexokinase inhibitors, primary screen, biochemical, fluorescence, uHTS | AID 493160, 2011 | 0.16% of 340,000 active | recombinant HKDC1, G6PDH/diaphorase resazurin coupled fluorescence | inhibition, % at 20 µM;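 active = inhibition above about 35% when tested at 20 µM, limit read from the data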;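 also: plate controls were DMSO wells with enzyme for no effect and DMSO wells lacking enzyme for full effect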
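Test system: recombinant HKDC1 (HK5) hexokinase enzyme, produced in-house / Doses: 20 µM test compound, 1% DMSO / Timing: 90 min, room temperature / Detection: G6PDH/diaphorase-coupled fluorescence, 1 mM NADP, 100 µM resazurin, 525/613 nm / Control set: DMSO wells with and without enzyme mix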
SENP7 inh: SENP7 protease inhibitors, primary screen, biochemical, luminescence, uHTS; AID 434973, 2010; Sentrin-specific protease 7 (Homo sapiens), Q9BQF6; inhibition, % at 5 µM; recombinant SENP7, Z-RLRGG-aminoluciferin luminescence, 40 min; 1.5% of 330,000 active;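 active = inhibition above about 50% at the single test dose, limit read from the data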;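 also: plate controls were DMSO with enzyme for no effect and no enzyme buffer wells for full effect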
Target sequence (Q9BQF6 706-1050 limits assumed): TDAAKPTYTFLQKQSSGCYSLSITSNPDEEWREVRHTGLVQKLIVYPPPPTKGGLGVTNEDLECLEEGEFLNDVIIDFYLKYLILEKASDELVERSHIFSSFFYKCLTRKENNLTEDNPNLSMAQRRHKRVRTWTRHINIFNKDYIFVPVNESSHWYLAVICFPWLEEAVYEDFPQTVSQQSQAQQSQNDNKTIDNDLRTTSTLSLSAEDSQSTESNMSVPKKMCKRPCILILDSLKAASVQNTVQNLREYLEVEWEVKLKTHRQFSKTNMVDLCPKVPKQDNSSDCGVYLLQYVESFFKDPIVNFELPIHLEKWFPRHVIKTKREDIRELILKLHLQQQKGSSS
Gli-Sufu block: Gli-Sufu pathway antagonists, primary screen, luciferase luminescence, Sufu-KO-LIGHT cells, uHTS. 0.74% of 340,000 active. Sufu-KO-LIGHT fibroblasts, Gli luciferase reporter luminescence. inhibition, % at 5 µM. AID 588413, 2011;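 active = inhibition above about 55%, limit read from the data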;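 also: 0% = DMSO-treated cells and 100% = wells with medium but no cells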
Apaf1 inhib: inhibitors of human Apaf-1 apoptosome, primary screen, biochemical, DEVD-Rh110 fluorescence, uHTS; reconstituted apoptosome caspase-3 activity; 0.71% of 330,000 active; inhibition, % at 20 µM; active = inhibition of at least 40% at 20 µM;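 also: plate controls were DMSO wells for no effect and DEVD-CHO caspase inhibitor wells for full effect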
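Material: reconstituted apoptosome with Apaf-1, cytochrome c, caspase-9, procaspase-3, dATP / Buffer or medium: pH 7.5 Hepes buffer with CHAPS, BSA, DTT / Also added: cytochrome c with DEVD-Rh110 / Schedule: compound with Apaf-1, dATP, procaspase-3 30 min, then 50 min reaction, room temperature / Technique: rhodamine 110 fluorescence at Ex 480/Em 540 nm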
SENP8 block: SENP8 protease inhibitors, primary screen, biochemical, luminescence | Sentrin-specific protease 8 (Homo sapiens), Q96LD8 | purified SENP8, Z-RLRGG-aminoluciferin cleavage | inhibition, % at 10 µM | 1.2% of 330,000 active | AID 2540, 2010
Target sequence (Q96LD8 whole entry, looked up): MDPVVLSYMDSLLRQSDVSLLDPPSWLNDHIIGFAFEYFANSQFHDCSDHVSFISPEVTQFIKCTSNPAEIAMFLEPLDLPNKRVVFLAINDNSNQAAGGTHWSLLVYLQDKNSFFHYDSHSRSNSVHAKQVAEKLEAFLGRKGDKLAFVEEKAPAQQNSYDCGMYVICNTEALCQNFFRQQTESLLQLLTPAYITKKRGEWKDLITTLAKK
The depositor's hits bear a star; u = inconclusive; x = no result given. Rule as the data show it, unless noted: active = inhibition above about 50%; inactive = the rest.

SMILES	697 NFkB inh	Jurkat NFkB inh	UBC13 inh	HKDC1 inh	SENP7 inh	Gli-Sufu block	Apaf1 inhib	SENP8 block
Cc1ccccc1OCC(O)Cn1c(SC(C)C)nc2c1c(=O)[nH]c(=O)n2C (configuration not stated)	1	-5	-2	2	3	6	0	-12
Cc1cc(F)ccc1S(=O)(=O)Nc1ccccc1C(=O)NCc1cccnc1	-11	-2	-7	-11	-4	-1	4	-5
CCC(CC)=NNc1ccc([N+](=O)[O-])cc1[N+](=O)[O-]	15	7	-38	-6	-2	1	7	1
COc1ccc(CCNC(=O)C2CCN(S(=O)(=O)c3ccc4nc5c(c(C(=O)O)c4c3)CCCC5)CC2)cc1OC	18	6	1	-1	-4	35	-4	-1
COc1ccc(C(=O)CSc2nnc(CNc3ccc(C)cc3C)o2)cc1	2	-8	3	1	4	-5	10	-5
O=C(Nc1ccc(Cl)cn1)c1ccc(Br)c(S(=O)(=O)N2CCCCC2)c1	-22	-1	6	4	2	14	18	-2
Cc1nn(C)c(Nc2ccc(Br)cc2)c1Br	-14	22	7	-7	0	36	3	5
O=C(COc1ccccc1F)NCC(c1ccco1)N1CCCC1 (configuration not stated)	8	-8	-9	12	6	3	-8	4
CN(C(=O)c1cc(-c2ccc3c(c2)OCO3)on1)c1ccccc1	-71	-61	6	-1	7	-68	16	27
O=C(NCc1nc2ccccc2[nH]1)c1ccc(Cl)c(S(=O)(=O)N2CCCC2)c1	-15	-7	-6	3	-2	11	12	-10
CC(C)Cc1nc2oc3c(=O)[nH]cnc3c2c2c1CCCC2	3	3	-8	1	0	5	8	-3
CC(C(=O)NCc1ccc(F)cc1)n1ccc2cc(S(=O)(=O)N3CCCC3)ccc21 (configuration not stated)	-5	7	3	-1	3	-22	-3	1
O=C(O)c1ccccc1NC(=O)c1cc(-c2ccccc2)nc2ccccc12	-2	-12	-15	4	0	4	1	-7
Cc1ccc(NC(=O)/C=C\C(=O)NCC(=O)O)cc1	-9	-5	-5	2	1	-1	-14	-7
CC(OC(=O)c1ccccc1NCc1ccco1)C(=O)Nc1ncc(Cl)cc1Cl (configuration not stated)	6	-4	19	-7	-6	-3	-3	-1
Cc1nc2cc(-c3ccsc3-n3c(C)ccc3C)[nH]n2c(=O)c1Cl	-8	9	2	15	6	-17	-2	9
CCOc1ccccc1NC(=O)NC1CCCCCCC1	8	-4	0	2	-3	0	7	-9
COc1ccc(Cl)cc1-c1nc(SCC(=O)N(C)C2CCS(=O)(=O)C2)n[nH]1 (configuration not stated)	14	-4	7	-2	1	9	3	4
COc1cc(OC)cc(-c2nnc(SCC(=O)N3CCCC3)o2)c1	6	-9	4	-5	-2	4	-16	-15
O=C(Nc1nnc(C2=COCCO2)o1)c1cccc(Br)c1	-2	1	-19	1	5	0	11	-5
NC(=O)[C@@H]1[C@@H]2C(=O)N(c3ccc(F)cc3)C(=O)[C@@H]2[C@H]2C=Cc3ccccc3N21	-17	3	u	0	13	-1	11	-4
Cc1cccnc1NC(=O)CSc1ccc2c(c1)OCCO2	15	-6	-1	0	1	-11	2	-4
CCOC(=O)c1ccc(N2C(=O)C(O)=C(C(C)=O)C2c2ccc([N+](=O)[O-])cc2)cc1 (configuration not stated)	-13	-11	-25	0	-13	5	1	-6
S=c1[nH]ncc2ccccc12	3	-14	7	9	6	-9	-23	0
O=S(=O)(CC(CN1CCCC1)N1CCCC1)c1ccc2ccccc2c1 (configuration not stated)	0	4	-5	-6	-8	5	2	-14
O=C(CSc1nnc(-c2ccncc2)n1-c1ccccc1)N1CCN(c2ccc(Cl)cc2)CC1	-27	7	15	2	1	-9	-4	4
CC(Sc1nnc(-c2ccccc2F)n1C1CC1)C(=O)NCc1ccco1 (configuration not stated)	16	-8	3	-5	1	9	-11	1
COc1ccc(CN2CCCC(C(=O)Nc3cccc(-n4cnnn4)c3)C2)c(C)c1C (configuration not stated)	-8	17	1	-2	0	12	-1	13
CN(C)S(=O)(=O)c1cccc(NC(=O)COC(=O)CNC(=O)c2ccccc2F)c1	18	10	17	-3	1	-4	-22	-1
O=c1cc(C(F)F)oc2c1ccc1ccccc12	-26	-10	2	-3	3	-7	1	1
Cc1ccc(-n2c(-c3ccco3)nc3c(cnn3-c3ccc(C)cc3)c2=O)cc1	-29	-19	-14	0	-10	5	28	-11
Fc1ccccc1NC(=S)N1CCC(c2ccccc2)C1 (configuration not stated)	-53	-45	10	4	-2	x	-6	1
Cc1ccc(CNC(=O)COC(=O)c2c(C)noc2C)cc1	-9	5	-7	-4	4	-6	2	-11
O=C1OCC2=C1C(c1ccc(Cl)cc1)CC(=O)N2c1ccc(F)cc1 (configuration not stated)	-11	10	-13	-15	-12	2	5	-7
Cc1ccc(C(=O)O/N=C(/c2nonc2N)N(C)C)cc1	-33	-12	-5	3	0	-1	8	4
CCN(CC)S(=O)(=O)c1ccc(C)c(NC(=O)c2cc(C)oc2C)c1	2	-7	-10	2	9	-3	-1	-8
COc1ccc(OC)c(C2=NS(=O)(=O)N(C)C(C(=O)Nc3ccc(F)cc3F)=C2)c1	-30	5	-7	-2	-4	35	7	13
Cc1ccc(S(=O)(=O)N2CCCC2C(=O)Nn2cnnc2)cc1 (configuration not stated)	4	-2	3	19	2	1	-19	-5
CN(C)C(=S)Nc1ccc(N2CCOCC2)cc1	6	7	3	-3	10	-4	-2	-5
CCC(C)NC(=O)CSC1=Nc2ccccc2C2=NC(CC(=O)NCc3ccc(F)cc3)C(=O)N12 (configuration not stated)	8	9	14	-6	0	-12	5	0
C=CCn1c(C)cc(C(=O)COC(=O)/C=C/c2cccc(OC)c2)c1C	7	-1	15	15	3	-6	18	-3
O=C(NCC1CC1)C1CCCN(S(=O)(=O)c2ccc(-n3cnnn3)cc2)C1 (configuration not stated)	7	11	-5	-1	-5	49	0	-6
CC(CCc1ccco1)NC(=O)CCc1nnc2ccc(NCc3ccc(Cl)cc3)nn12 (configuration not stated)	-4	4	-8	-2	-8	5	6	6
CS(=O)(=O)N1CCC(C(=O)Nc2ccccc2F)CC1	8	5	1	-8	-4	3	-10	6
Cc1cc(C(F)F)n2nc(C(=O)Nc3ccc(F)cc3F)nc2n1	20	-7	3	6	0	-30	-12	8
O=C(O)C1CCN(C(=O)COc2ccc3c4c(c(=O)oc3c2)CCCC4)CC1	38*	1	-5	-1	-2	-1	-6	-1
CCN(CC)C(=O)CC(c1ccc(N(C)C)cc1)c1c(O)cc(OC)cc1OC (configuration not stated)	17	11	-2	-3	10	7	5	-14
C=CCNC(=S)N1CCC(C(=O)c2ccc(C)cc2)CC1	-1	-5	5	1	6	-2	3	6
O=S(=O)(c1ccc(-c2ccno2)s1)N1CCCCC1	-2	-8	4	-5	1	7	8	-3
Cc1ccc(-c2nnc3c(C(F)(F)F)nc4ccccc4n23)cc1	-5	9	52*	-6	1	-9	1	6
(continued)
SMILES	697 NFkB inh	Jurkat NFkB inh	UBC13 inh	HKDC1 inh	SENP7 inh	Gli-Sufu block	Apaf1 inhib	SENP8 block
Cc1ccc(C(=O)Nc2nnc(Cc3ccccc3)s2)cc1	-8	-12	0	-2	8	1	-1	8
O=C(c1ccc(Cl)c(Cl)c1)N(Cc1ccco1)c1ccc(O)cc1	22	3	16	9	1	-56	12	0
COc1ccc(-c2csc3ncnc(NCCO)c23)cc1	1	18	1	9	-3	-16	2	2
COc1ccc(C(=O)Cn2nc(CNc3ccc(Br)cc3)[n+]3c2CCCCC3)cc1	8	2	12	-5	11	2	7	0
O=C(CCCOc1ccc(Cl)cc1)Nc1cccc(C(=O)O)c1	16	12	-2	-11	-1	-5	0	7
COCCN(C(=O)CCN1C(=O)C2CC=CCC2C1=O)c1c(N)n(CC(C)C)c(=O)[nH]c1=O (configuration not stated)	3	0	-4	-3	8	-3	-4	-7
COCCN(CCOC)C(=O)N1CCOCC1	7	-8	-2	-7	-3	5	-10	-9
CCN(CC)c1ccc(N2C(=O)/C(=C\c3cccs3)SC2=S)cc1	-4	-1	-25	-7	-9	-5	11	-4
COc1cc2nc(=S)n3[nH]c(CCn4nc(C)cc4C)nc3c2cc1OC	20	-1	25	19	5	68*	0	-2
CN1CCN(S(=O)(=O)c2ccc3c4c(cccc24)C(=O)N3)CC1	9	13	-18	3	2	14	8	9
Cc1ccc([N+](=O)[O-])cc1NC1OC(CO)C(O)C1O (configuration not stated)	11	13	4	-8	-7	-13	-9	3
CC(C)(C)NC(=O)C(c1ccc(F)cc1)N(CCc1ccccc1)C(=O)c1ccn[nH]1 (configuration not stated)	25	9	-4	0	5	8	-1	6
CC(=O)Nc1sc(C)c(C)c1C(=O)OCC(=O)NCc1ccccc1	-5	5	4	3	6	-2	5	0
Cc1cccc(C2Nc3ccccc3C(=O)N2c2ccc(F)cc2)n1 (configuration not stated)	3	-9	18	-1	-4	-11	-6	6
N#CCC(=O)N/N=C/c1cc(Br)ccc1OCc1cccc2ccccc12	10	-4	-7	0	-1	4	22	-5
CC(C)=CCN1CCN(Cc2cc(CC(C)C)n[nH]2)CC1CCO (configuration not stated)	17	-6	4	-4	7	-19	-3	-1
Cc1cc(C)n2nc(-c3cnn(C)c3C(F)(F)F)cc2n1	5	-6	7	2	-1	-4	3	2
COc1ccc(/C=C/C(=O)Nc2c(C(=O)O)[nH]c3ccccc23)cc1OC	4	-8	-29	3	0	-21	5	-1
O=C(NCc1cccs1)c1ccc([N+](=O)[O-])cc1	20	7	-3	-3	6	-18	-12	-2
COCCSc1ccccc1C(=O)Nc1cc([N+](=O)[O-])ccc1OC	10	-5	0	-6	0	-4	-7	1
C[C@H](CO)N1C[C@H](C)[C@@H](CN(C)Cc2ccc(C(=O)O)cc2)Oc2c(NC(=O)Cc3ccccc3)cccc2C1=O	22	-3	-7	-1	2	-8	4	-11

11 entries already listed, ordered by SMILES length, high to low:
SMILES	697 NFkB inh	Jurkat NFkB inh	UBC13 inh	HKDC1 inh	SENP7 inh	Gli-Sufu block	Apaf1 inhib	SENP8 block
C[C@H](CO)N1C[C@H](C)[C@@H](CN(C)Cc2ccc(C(=O)O)cc2)Oc2c(NC(=O)Cc3ccccc3)cccc2C1=O	22	-3	-7	-1	2	-8	4	-11
CC(C)(C)NC(=O)C(c1ccc(F)cc1)N(CCc1ccccc1)C(=O)c1ccn[nH]1 (configuration not stated)	25	9	-4	0	5	8	-1	6
COc1ccc(/C=C/C(=O)Nc2c(C(=O)O)[nH]c3ccccc23)cc1OC	4	-8	-29	3	0	-21	5	-1
COc1cc2nc(=S)n3[nH]c(CCn4nc(C)cc4C)nc3c2cc1OC	20	-1	25	19	5	68*	0	-2
CN1CCN(S(=O)(=O)c2ccc3c4c(cccc24)C(=O)N3)CC1	9	13	-18	3	2	14	8	9
COCCSc1ccccc1C(=O)Nc1cc([N+](=O)[O-])ccc1OC	10	-5	0	-6	0	-4	-7	1
CC(=O)Nc1sc(C)c(C)c1C(=O)OCC(=O)NCc1ccccc1	-5	5	4	3	6	-2	5	0
Cc1cccc(C2Nc3ccccc3C(=O)N2c2ccc(F)cc2)n1 (configuration not stated)	3	-9	18	-1	-4	-11	-6	6
Cc1ccc([N+](=O)[O-])cc1NC1OC(CO)C(O)C1O (configuration not stated)	11	13	4	-8	-7	-13	-9	3
Cc1cc(C)n2nc(-c3cnn(C)c3C(F)(F)F)cc2n1	5	-6	7	2	-1	-4	3	2
O=C(NCc1cccs1)c1ccc([N+](=O)[O-])cc1	20	7	-3	-3	6	-18	-12	-2
